Screening data (PubChem)
Exocytosis inh: lytic granule exocytosis inhibition; 360,000 compounds, 0.66% hits; AID 651702; inhibition, % at 10 µM; TALL-104 LAMP-1 surface exposure, flow cytometry; cells stimulated with thapsigargin and PMA;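 active means inhibition above about 55%, limit read from the data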
H9c2 protect: modulators protecting cardiomyocytes from myocardial damage; H9c2 cardiomyocytes, H2O2 injury protection, ATPLite, 2 h; protection from H2O2 cell death, % at 20 µM; 360,000 compounds, 0.63% hits; AID 588492;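 active means compounds giving at least 50% protection of heart cells from peroxide-induced death in the single-dose screen, raw or plate-pattern-corrected value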;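 further: 0% = DMSO wells with peroxide and 100% = DMSO wells without peroxide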
m5-HT2A agonist: activates the mouse 5-HT2A serotonin receptor. P35363. CHO-K1 mHTR2A beta-arrestin complementation, luminescence; percent of 30 µM serotonin response. activation, % at 7.6 µM. 360,000 compounds, 0.66% hits. AID 624169;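 active means activation above a run cutoff, the mean activation of all tested compounds plus 3 SD, cut at about 14% in these data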;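 further: 0% = plate median of compound wells and 100% = 30 µM serotonin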
Target sequence (P35363 whole entry, looked up): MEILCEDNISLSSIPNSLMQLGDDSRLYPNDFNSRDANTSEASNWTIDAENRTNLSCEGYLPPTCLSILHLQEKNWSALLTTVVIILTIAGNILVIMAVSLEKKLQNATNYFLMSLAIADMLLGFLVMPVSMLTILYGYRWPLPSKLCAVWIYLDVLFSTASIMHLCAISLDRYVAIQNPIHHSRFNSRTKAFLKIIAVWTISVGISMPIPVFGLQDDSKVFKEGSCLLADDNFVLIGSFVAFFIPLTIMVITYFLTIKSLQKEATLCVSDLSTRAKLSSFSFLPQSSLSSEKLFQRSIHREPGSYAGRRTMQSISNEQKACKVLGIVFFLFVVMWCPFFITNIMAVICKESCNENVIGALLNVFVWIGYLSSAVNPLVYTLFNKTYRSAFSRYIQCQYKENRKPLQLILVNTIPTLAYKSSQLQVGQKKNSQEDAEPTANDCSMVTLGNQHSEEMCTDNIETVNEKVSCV
iPSC survival up: increases survival of single human iPS cells; hiPSC single-cell survival, ATPlite luminescence; 100% = ROCK inhibitor wells, 0% = DMSO; survival enhancement, % at 20 µM; 360,000 compounds, 0.044% hits; AID 602274; in the data active means survival enhancement above about 18%;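 further: cells exposed to compounds for 16 hours before the ATP read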
MC4R barr agon: agonists of human melanocortin 4 receptor (MC4R) beta-arrestin | AID 540308 | activation, % at 8.9 µM | P32245 | 360,000 compounds, 0.98% hits | U2OS MC4R beta-arrestin complementation, luminescence; percent of melanotan II response, DMSO zero;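 active means activation above a per-plate cutoff, the mean activation of sample wells on that plate plus 3 SD, cut at about 8% in these data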
Target sequence (P32245 whole entry, looked up): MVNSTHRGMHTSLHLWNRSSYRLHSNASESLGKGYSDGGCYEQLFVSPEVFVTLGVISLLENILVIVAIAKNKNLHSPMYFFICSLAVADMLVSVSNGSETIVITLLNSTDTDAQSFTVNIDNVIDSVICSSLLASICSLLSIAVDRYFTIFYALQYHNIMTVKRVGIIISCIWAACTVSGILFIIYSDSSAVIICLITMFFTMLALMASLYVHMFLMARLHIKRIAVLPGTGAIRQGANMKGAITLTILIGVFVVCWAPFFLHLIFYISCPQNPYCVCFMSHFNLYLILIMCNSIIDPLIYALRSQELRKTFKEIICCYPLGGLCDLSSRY
aDG glyco up: increases alpha dystroglycan glycosylation. 360,000 compounds, 0.22% hits. activation, % at 10 µM. Pro5-aDG cells, alpha-DG glycosylation AlphaScreen (IIH6); 0% Pro5, 100% B10-LARGE cell signal;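 active means activation of at least 8% versus controls, or a plate z-score of at least 8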;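 further: Pro5 are CHO cells carrying HIG-tagged alpha-DG that lacks glycosylation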
ABHD5 PLIN5 PPI: inhibitors of human ABHD5-perilipin-5 interaction; Q00G26+Q8WTS1; 360,000 compounds, 0.78% hits; AID 602281; inhibition, % at 4 µM; Split G. princeps luciferase complementation, luminescence, 4 h;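 active means inhibition above the mean inhibition across every tested compound plus 3 SD, cut at about 22% in these data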;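 further: 0% = DMSO only wells and the 100% control is not disclosed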
N-glyco inh: blocks N-linked glycosylation in D54 reporter cells. D54 ERlucT glycosylation luciferase reporter, 24 h; percent of 100 nM tunicamycin response. reporter increase, % at 12.5 µM. 360,000 compounds, 0.23% hits;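 active means mean luciferase reporter signal, scaled so untreated is 0 and the glycosylation-blocking control 100, at or above a set limit in every replicate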;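 further: luciferase carries N-glycosylation sites so blocking glycosylation raises the light; 0% = median of neutral control wells and 100% = median of 100 nM tunicamycin wells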
ABCB6 inh 2: blocks the human ABCB6 transporter; 360,000 compounds, 0.19% hits; K562-ABCB6 porphyrin accumulation, flow cytometry, 1 h; hits give low values; AID 602162; fluorescence ratio to DMSO, % at 10 µM;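 active means fluorescence ratio to DMSO below 75%, the collection mean minus 3 SD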;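 further: signal is porphyrin accumulated inside mitochondria; 100% equals median channel fluorescence of DMSO control wells; lower ratio means ABCB6 inhibition with less porphyrin fluorescence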
MC4R antag cAMP: blocks human MC4R cAMP signaling; MC4R-expressing cells, MTII-stimulated cAMP, LANCE TR-FRET; inhibition, % at 6.5 µM; 360,000 compounds, 0.48% hits;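 active means inhibition above its plate's cutoff, the mean of tested wells on that plate plus 3 SD, cut at about 29% in these data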;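 further: 0% = Melanotan II alone and 100% = Melanotan II plus saturating MCL0020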
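Assay system: U2OS cells stably expressing human melanocortin 4 receptor (MC4R) / Dosing: 6.5 µM / Timing: compound 30 min, challenge 1 h, detection 1 h / Measured by: Eu-cAMP/anti-cAMP TR-FRET, emission 671 nm / Replicates: singlicate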
* = called active by the depositor; i = inactive; · = no result given. Not a hit list. About 4.5% of those tested had a hit in this group.

SMILES	Exocytosis inh	H9c2 protect	m5-HT2A agonist	iPSC survival up	MC4R barr agon	aDG glyco up	ABHD5 PLIN5 PPI	N-glyco inh	ABCB6 inh 2	MC4R antag cAMP
O=C(COC(=O)c1ccc2ccccc2n1)Nc1ccccc1Br	2	-1	4	5.1	-0.6	0.1	7	1	119	7
CCCc1noc2c1/C(=N\O)CCC2	-1	-6	2	-1.5	-1.0	0.0	3	0	98	-5
CC(C)NC(=O)CSc1nnc(-c2ccco2)n1N	0	-6	-1	-1.2	-0.1	2.2	5	4	93	-1
COC(=O)c1sc(N)c(C(=O)OC)c1COC(=O)C1CC(=O)N(Cc2ccco2)C1 (stereo not drawn)	0	26	-5	-0.7	-1.4	0.1	4	0	129	21
CCOC(=O)CSC1=C(C#N)C(c2ccc(C)cc2)C2=C(CCCC2=O)N1 (stereo not drawn)	-2	8	-10	5.1	-0.9	-0.2	2	2	112	7
COC(=O)c1scc(C)c1-n1ccc(C(=O)C(=O)N(C)C)c1	0	2	3	0.3	-3.3	-0.2	0	0	105	-2
O=C(c1ccccc1)N1CCN(c2ccc([N+](=O)[O-])c(NCC3CCCO3)c2)CC1 (stereo not drawn)	-2	7	4	2.5	-0.5	-0.2	0	1	101	9
COc1ccc(OCCCC(=O)Nc2cc(S(=O)(=O)N3CCCCC3)ccc2C)cc1	0	-10	0	-0.5	-0.5	0.0	-9	-5	97	-5
Cc1noc(C)c1C(=O)OC(C)C(=O)c1ccc(C(C)(C)C)cc1 (stereo not drawn)	12	8	8	1.2	-0.7	-0.4	-1	2	105	12
O=[N+]([O-])c1cc(S(=O)(=O)N2CCCCC2)ccc1NCCN1CCOCC1	3	2	4	-0.6	-1.1	0.2	-6	2	94	-7
Cc1ccc(NC(=O)CSc2nnc(COc3ccccc3F)n2N)cc1S(=O)(=O)N1CCOCC1	-4	3	-11	-0.4	-0.2	0.0	2	-1	101	11
O=C(CSc1nnc(-c2ccncc2)n1Cc1ccccc1)NC1CCCCC1	-3	0	-2	1.8	-0.6	0.2	2	1	96	-3
COc1ccc(S(=O)(=O)Nc2cc(C(=O)NCCC(C)C)ccc2N2CCOCC2)cc1	0	4	-3	-2.1	1.9	0.4	-6	-1	100	5
CCN(C(=O)COC(=O)c1ccccc1NCc1ccco1)c1c(N)n(Cc2ccccc2)c(=O)[nH]c1=O	-4	2	1	1.0	0.1	0.0	18	1	102	16
CC1Nc2nc(N(C)C)[nH]c(=O)c2NC1C (stereo not drawn)	-1	4	-5	1.1	2.5	0.2	0	3	105	9
C=CCn1c(SCc2csc(-c3ccc(Cl)cc3)n2)nnc1-c1ccccc1OC	0	-13	-4	0.6	-0.6	0.2	3	-4	94	5
Cc1onc(-c2ccccc2)c1C(=O)NCc1cccnc1	-2	0	-5	2.3	-0.6	0.1	-2	0	109	1
CC(=O)Nc1ccc(NC(=O)C(C)OC(=O)c2c(NC(C)=O)sc(C)c2C)cc1 (stereo not drawn)	2	13	5	-0.6	-2.4	0.0	5	4	101	0
COc1ccc(CN2CCN(c3ccccn3)CC2)c(OC)c1	-2	1	40*	-2.0	-1.9	0.1	2	-1	89	8
COc1ccc(/C=N/NC(=S)NCCc2ccccc2)cc1	64*	-7	0	-0.8	1.2	0.0	-17	0	100	0
COc1ccc(S(=O)(=O)Nc2ccccc2SC)cc1C	0	-6	-2	-2.2	0.1	0.1	2	0	100	15
O=C(NCCSc1c[nH]c2ccccc12)c1ccco1	-1	0	-1	2.5	-1.8	-0.1	0	3	92	6
COc1ccc2c(c1OC)C(=O)OC2Nc1ccccc1S(=O)(=O)C(F)F (stereo not drawn)	-2	3	6	-1.5	-0.9	0.0	-1	3	102	-2
CCc1nc2c(OCCOc3ccc(F)cc3)cccn2c1N(C=O)Cc1ccccc1	-3	-1	-2	0.3	-0.4	0.1	9	-2	98	2
O=C(C#Cc1ccccc1)c1cccc([N+](=O)[O-])c1	54	-26	0	-5.0	-2.9	-0.2	16	23	71*	2

Printed as active in Exocytosis inh (from the list above):
structure	Exocytosis inh	m5-HT2A agonist	MC4R barr agon	aDG glyco up	ABHD5 PLIN5 PPI	N-glyco inh	ABCB6 inh 2	MC4R antag cAMP
COc1ccc(/C=N/NC(=S)NCCc2ccccc2)cc1	64*	0	1.2	0.0	-17	0	100	0

(listing goes on)
SMILES	Exocytosis inh	H9c2 protect	m5-HT2A agonist	iPSC survival up	MC4R barr agon	aDG glyco up	ABHD5 PLIN5 PPI	N-glyco inh	ABCB6 inh 2	MC4R antag cAMP
Cc1ccc(C(NC(=O)NCCCN2CCOCC2)=C(Cl)Cl)cc1F	3	4	0	-0.8	-1.3	-0.2	2	4	88	3
CCOC(=O)CSc1nnc(NC(=O)C2CC(=O)N(c3ccc(F)cc3)C2)s1 (stereo not drawn)	-2	9	-8	0.6	-2.1	-0.2	-13	1	100	9
COC(=O)c1ccc(COc2ccc(Cl)cc2)o1	-10	-9	3	-0.7	-1.0	0.0	-2	1	90	2
Cn1c(NC(=O)c2ccc(C(C)(C)C)cc2)cc(=O)n(C)c1=O	-1	-10	0	-2.8	-1.1	-0.2	8	1	94	3
CCC(C(=O)OCC(=O)c1ccc2c(c1)NC(=O)CO2)c1ccccc1 (stereo not drawn)	1	1	-3	-0.6	1.4	0.9	-4	1	97	7
CCOC(=O)C1CCCN(C(=O)c2sc3nc4n(c(=O)c3c2C)CCC4)C1 (stereo not drawn)	26	10	-6	-2.8	-0.2	0.1	4	1	91	-3
CCCCNC(=O)NS(=O)(=O)c1ccc(C(=O)OC(C)C)o1	0	4	7	13	-1.2	-0.3	-4	-1	i	11
Cc1cc2cc(CNC(=O)Cc3cccs3)ccc2n1C	-1	9	0	1.4	0.1	-0.6	-6	16	110	-4
OC[C@H]1O[C@@H](n2cnc3c(Nc4ccccc4)ncnc32)[C@H](O)[C@@H]1O	-1	10	3	2.8	1.1	0.5	-10	4	95	16
Cc1cccc(C)c1N1C(=O)c2ccccc2NC(=O)C1C(=O)NCc1ccco1 (stereo not drawn)	-4	·	4	·	·	-0.3	-3	·	·	·
COc1ccc(Nc2nnc(SCc3cc([N+](=O)[O-])cc4c3OCOC4)s2)cc1	-3	1	-1	0.7	-1.9	0.1	4	0	102	6
O=C(NCc1ccccc1)C(c1ccco1)N(C(=O)c1cnccn1)c1ccc(F)cc1 (stereo not drawn)	1	1	5	-3.0	1.6	0.1	-9	-1	102	4
CCCCC[C@@H](C)N1C[C@@H](COCc2ccccc2)Oc2cc(N3CCC[C@H]3C(N)=O)ccc2S1(=O)=O	-1	·	3	-0.9	·	-0.1	-12	·	102	·
Cc1ccc(C)c(NC(=O)C(=O)NCCCN2CCOCC2)c1	1	4	3	-0.5	0.2	0.3	3	0	95	-1
CCOc1ccc(C(=O)C2CCN(C(=O)c3ccc([N+](=O)[O-])cc3)CC2)cc1	1	-3	1	-0.2	-0.4	0.5	3	2	95	6
CCOC(=O)N1CCN(CC(=O)c2c(C)[nH]c3ccccc23)CC1	-2	28	2	-2.4	0.1	-0.1	4	0	93	-6
CCCS(=O)(=O)c1cnc(C2COc3ccccc3O2)nc1N (stereo not drawn)	4	-12	4	-0.8	0.2	0.1	0	-18	90	1
COc1ccc(S(=O)(=O)N2CCOCC2)cc1NC(=O)CSc1n[nH]c(C(C)C)n1	-3	-5	-2	-0.7	3.7	0.3	-3	1	80	6
O=C(CCCOc1ccccc1)Nc1ccncc1	-2	-21	10	-1.5	-1.0	0.0	4	-1	96	3
Cn1c(=O)oc2cc(S(=O)(=O)NC3CCCc4ccccc43)ccc21 (stereo not drawn)	4	-7	-5	-0.2	-0.3	0.0	-2	-2	95	10
Cc1nc(C(=O)NC2CC2)sc1C1(C)CC(c2cccc([N+](=O)[O-])c2)=NO1 (stereo not drawn)	-3	3	-8	-1.7	-1.4	-0.1	-1	-3	101	2
Cc1c(NS(=O)(=O)c2ccc(N3CCN(C)CC3)c([N+](=O)[O-])c2)c(=O)n(-c2ccccc2)n1C	-2	3	1	1.4	-2.2	-0.1	-2	0	97	0
CCCC(=O)OCC(=O)Nc1ccc(N=Nc2ccccc2)cc1	3	-14	-1	-1.0	-0.6	-0.2	8	-6	94	-4
Fc1ccc(-n2cc(-c3ccccc3)c3c(N4CCOCC4)ncnc32)cc1	-2	58*	-13	1.1	-3.1	0.0	-4	-2	92	-1
COc1ccc(NC(=O)Cn2nnc(-c3ccccc3NC(=O)C3CC3)n2)cc1	-5	-7	0	0.2	0.1	0.0	3	-1	86	0
Later entries
SMILES	Exocytosis inh	H9c2 protect	m5-HT2A agonist	iPSC survival up	MC4R barr agon	aDG glyco up	ABHD5 PLIN5 PPI	N-glyco inh	ABCB6 inh 2	MC4R antag cAMP
c1ccc(-c2cc3c(N4CCCC4)ncnc3s2)cc1	-3	8	0	-2.5	3.2	0.5	10	-4	93	-12
COc1cc(CCC(=O)NNC(=O)c2ccc(C)cc2)cc(OC)c1OC	-5	1	-1	-0.5	1.3	0.0	5	0	96	10
O=C(Nc1cccc(NC(=O)c2ccco2)c1)c1cccc(Br)c1	10	9	-8	0.1	0.0	0.2	-2	-2	95	18
CS(=O)c1ccccc1-c1nc(-c2cccc(Cl)c2)no1 (stereo not drawn)	-1	0	3	-0.7	0.8	0.4	3	1	98	15
COc1ccc(CNC(=O)c2sc(=O)n(Cc3cc(C(C)=O)ccc3OC)c2C)cc1	1	6	0	-2.5	-0.6	0.3	0	-4	100	7
Cc1ccc(CCNC(=O)C2CC(=O)N(CCc3ccccc3)C2)cc1 (stereo not drawn)	0	1	-2	-0.4	-0.9	0.0	1	1	96	2
CC(=O)Nc1cc2c(cc1Cl)-c1ccccc1C2O (stereo not drawn)	-1	-4	3	-1.2	0.2	0.3	6	3	101	6
CC(Oc1ccc(Br)cc1)C(=O)Nc1ccncc1 (stereo not drawn)	-6	-15	0	2.9	0.7	0.9	-2	-3	93	15
O=C(OCc1cc2ccccc2[nH]c1=O)c1cccnc1	-1	15	7	-1.5	-1.6	0.1	-4	1	97	1
COC(=O)[C@@]1(Cc2ccc(OC)cc2)[C@H]2c3cc(C(=O)N(C)C)n(CCSCCO)c3C[C@H]2CN1C(=O)c1ccccc1	-5	-2	6	0.6	1.2	0.2	3	1	103	-2
COc1ccc(N(C)C(=O)CN(C)S(=O)(=O)c2ccc3c(c2)c(=O)n(C)c(=O)n3C)c(OC)c1	-5	5	3	0.2	-2.1	-0.2	-3	0	98	5
Cc1cc(C(=O)N(C)CC(=O)Nc2cccc(F)c2)no1	6	10	4	0.5	-1.8	-0.2	14	1	97	7
O=C(Nc1nnc([C@@H]2C[C@H](O)[C@@H](CO)O2)s1)Nc1cccc2ccccc12	3	-8	2	-2.2	1.2	0.0	-17	0	105	6
COc1cc(/C=N/NC(=O)c2sc3nc(C)cc(C)c3c2N)ccc1O	2	53*	7	-0.6	16*	-0.2	7	-1	92	1
Nn1c(=S)[nH]c2sc3c(c2c1=O)CCCC3	-8	-3	1	-0.6	0.6	-0.1	-1	-1	98	10
